# Screens deposited in PubChem BioAssay by Sanford-Burnham Center for Chemical Genomics.
# SENP8 block: inhibitors of human SENP8 protease; AID 602440; Q96LD8; hit rate 0.64% among 360,000; recombinant SENP8, Nedd8 substrate fluorescence; inhibition, % at 20 µM; in the data active = inhibition mostly above about 40%, no sharp cut-off; inactive = mostly below about 27%
# Target sequence (Q96LD8 whole entry, looked up): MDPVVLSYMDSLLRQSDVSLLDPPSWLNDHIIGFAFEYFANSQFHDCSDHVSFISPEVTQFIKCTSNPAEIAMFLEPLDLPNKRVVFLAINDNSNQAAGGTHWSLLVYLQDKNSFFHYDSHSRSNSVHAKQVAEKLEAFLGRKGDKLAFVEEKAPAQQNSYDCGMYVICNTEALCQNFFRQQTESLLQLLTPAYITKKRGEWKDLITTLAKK
# GRIN3A LBD mod: modulators (binders) of human NR3A ligand-binding domain. AID 1259313. Tm shift relative to glycine control, % at 25 µM. NR3A LBD differential scanning fluorimetry, Tm shift; 0% = protein alone, 100% = glycine-bound protein. hit rate 2.5% among 340,000;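 active = melting temperature shift of at least 10% of the positive control shift, at one fixed dose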
# MPTP inh: inhibitors of mitochondrial permeability transition pore; isolated mouse mitochondria, Ca2+ swelling absorbance, 30 min; inhibition, % at 10 µM; hit rate 1.4% among 360,000;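 active = inhibition of 50% or more, scaled per plate between neutral and stimulator controls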;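 note: 0% = DMSO wells given calcium and 100% = 1 mM EGTA wells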
# SENP1 FRET inh: blocks the human SENP1 SUMO protease catalytic domain; Q9P0U3; recombinant SENP1 catalytic domain, CyPet-SUMO1-YPet FRET cleavage; inhibition, % at 10 µM; hit rate 0.21% among 360,000; AID 624204;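 active = inhibition at least 30% at 10 µM, raw YFP signal under a set limit, fluorescence ratio 0.5 to 1.5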;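 note: 0% = enzyme with DMSO and 100% = no enzyme wells; some results filed as inactive read as strong as hits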
# Target sequence (Q9P0U3 419-644 limits assumed): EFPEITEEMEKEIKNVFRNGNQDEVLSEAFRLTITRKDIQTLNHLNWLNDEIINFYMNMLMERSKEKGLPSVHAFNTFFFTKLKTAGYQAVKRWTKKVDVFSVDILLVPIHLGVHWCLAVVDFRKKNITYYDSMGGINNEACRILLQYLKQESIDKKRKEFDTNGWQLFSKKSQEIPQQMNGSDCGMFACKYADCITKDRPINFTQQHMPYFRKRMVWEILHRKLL
#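 Test system: hSENP1 catalytic domain, recombinant; Amount: 20 pM final SENP1 enzyme; Medium: Tris pH 8 buffer plus EDTA, NaCl, BME, BSA, NP40, catalase; Schedule: 50 min enzyme reaction, room temperature, light-protected; Technique: FRET fluorescence in CFP and YFP emission channels; Controls: no-enzyme wells low, DMSO-plus-enzyme wells high control.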
# PfG6PD inh: PfG6PD (Plasmodium falciparum) enzyme inhibition; PfGluPho enzyme, NADPH resazurin-diaphorase fluorescence; inhibition, % at 20 µM; hit rate 0.78% among 350,000; AID 504690;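 active = inhibition reaching at least a set limit at 20 µM in the primary screen, cut at about 59% in these data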;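 note: 0% = DMSO wells with substrate and 100% = DMSO wells lacking glucose-6-phosphate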
# hIAP activ: human IAP activation; P09923; purified human IAP, CDP-Star luminescence, 30 min; stronger effect = higher value; 1 = vehicle-only enzyme, 0 = enzyme-free background; activation factor at 10 µM; hit rate 0.16% among 330,000;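 active = activation factor of the enzyme at least 2-fold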; note: the source names both 10 and 20 µM as test concentration; values of inactives mirror those of a sister screen read the other way
# Target sequence (P09923 whole entry, looked up): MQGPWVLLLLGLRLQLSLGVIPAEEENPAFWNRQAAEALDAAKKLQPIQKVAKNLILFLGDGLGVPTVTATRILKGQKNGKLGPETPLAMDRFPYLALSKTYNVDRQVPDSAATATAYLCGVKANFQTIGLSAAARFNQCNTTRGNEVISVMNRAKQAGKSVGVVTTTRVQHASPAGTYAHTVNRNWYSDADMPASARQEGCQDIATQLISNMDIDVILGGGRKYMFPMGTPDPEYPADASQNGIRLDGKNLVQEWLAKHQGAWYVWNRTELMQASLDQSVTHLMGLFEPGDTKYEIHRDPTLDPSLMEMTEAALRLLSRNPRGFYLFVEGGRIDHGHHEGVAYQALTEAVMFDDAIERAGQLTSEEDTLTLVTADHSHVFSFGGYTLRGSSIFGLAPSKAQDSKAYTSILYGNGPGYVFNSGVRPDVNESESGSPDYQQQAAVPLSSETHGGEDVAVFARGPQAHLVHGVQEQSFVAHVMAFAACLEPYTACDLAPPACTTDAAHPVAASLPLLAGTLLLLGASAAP
# SENP6 inh: inhibitors of human SENP6 protease | Q9GZR1 | inhibition, % at 10 µM | Recombinant SENP6 catalytic domain, aminoluciferin luminescence | hit rate 1.8% among 330,000 | AID 2599;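 active = inhibition above about 50% at the single tested dose, limit read from the data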;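 note: plate controls were DMSO wells with enzyme for no effect and DMSO wells lacking enzyme for full effect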
# ATG4B inhibitor: ATG4B (human) cysteine protease inhibition. hit rate 0.51% among 340,000. Q9Y4P1. inhibition, % at 8.33 µM. ATG4B cleavage of LC3-PLA2, NBD-HPC fluorescence, 1 h. AID 504462; in the data active = inhibition above about 40%
# An asterisk follows results filed as active; x = not tested or not shown. Compounds were not picked by outcome (roughly 6.7% active in at least one column).
Structure	SENP8 block	GRIN3A LBD mod	MPTP inh	SENP1 FRET inh	PfG6PD inh	hIAP activ	SENP6 inh	ATG4B inhibitor
Cc1cc(C)cc(Nc2c(F)c(F)c(F)c(F)c2C(=O)O)c1	10	-1	0.6	-1	-17	0.86	-10	16
Cc1nc2ccn(Cc3ccccc3)c(=O)c2cc1C(=O)N1CCN(c2ccccc2)CC1	-30	-1	-0.4	-9	-2	0.97	-19	6
O=C(CCN1CCN(c2ccccc2F)CC1)Nc1ccccc1F	19	-3	-0.1	1	9	0.9	5	-4
CCCc1nnc(NC(=O)CSc2nc3ccccc3[nH]2)s1	9	1	-1.5	0	-15	1.2	-13	4
Cc1c(Br)c([N+](=O)[O-])nn1C(C)C(=O)NCc1cccs1 (stereo not drawn)	1	1	-0.2	0	0	0.99	-10	10
COc1ccc(C2C(C#N)=C(N)N(c3sc4c(c3C#N)CCCC4)C3=C2C(=O)CC(C)(C)C3)cc1 (stereo not drawn)	-31	-1	8.6	12	13	0.85	6	-6
O=C1CCCC/C=C\C[C@H](CC(=O)N(CCO)Cc2ccccc2)C(=O)N2CCC[C@@H]2CO1	19	-2	-2.1	1	7	1.1	14	-8
CC(=O)c1[nH]c(C)c(C(=O)N2CCCC(Nc3ccc(C(C)C)cc3)C2)c1C (stereo not drawn)	8	-5	2.3	-1	4	1.3	-11	-1
O=c1c2ccccc2[nH]c(=S)n1C1CCCCC1	11	-1	0.7	1	-7	0.94	-6	4
COc1ccc(Br)cc1CNC(=O)C1CCCN(S(C)(=O)=O)C1 (stereo not drawn)	12	0	-1.3	1	-2	1.1	-23	-9
C[C@@H]1CN([C@@H](C)CO)S(=O)(=O)c2ccc(Br)cc2O[C@@H]1CN(C)Cc1ccccn1	11	x	-1.0	-1	-3	x	x	x
Clc1ccc(-c2nc(-c3ccccn3)no2)cc1Cl	11	0	-1.1	2	12	2.1*	92*	-5
COCCn1c(SCC#N)nnc1-c1ccc(OC)cc1	-5	0	0.4	1	-30	0.91	-15	2
Cc1cccc(C(=O)NCCc2nnc(SCC(=O)Nc3nc(C)cs3)n2C)c1	12	0	5.3	0	2	1.1	0	6
Cc1ccc(S(=O)(=O)N2CCCN(C(C)c3nc4ccccc4c(=O)[nH]3)CC2)cc1 (stereo not drawn)	-63	0	0.5	-2	-20	1	-2	-1
CC1(C)CN=C(N(Cc2ccccc2)C(=O)Nc2ccccc2)S1	1	-6	3.0	4	1	1	-1	3
O=Nc1ccc(O)c2ncccc12	30	-2	1.7	-1	12	0.99	-4	-8
S=C(c1cn(CCOc2ccccc2)c2ccccc12)N1CCCC1	8	-1	0.6	-41	22	0.88	-5	-5
O=C(COc1ccccc1)N1CCN(c2ccccc2)CC1	6	0	0.5	-1	-2	1.1	-9	-11
COc1cc2c(cc1OC)CN(C(=S)Nc1cccc(Cl)c1C)CC2	-78	0	6.3	1	-1	1	-4	1

# Overlap with the part before: 2 compounds, then new ones.
Structure	SENP8 block	GRIN3A LBD mod	MPTP inh	SENP1 FRET inh	PfG6PD inh	hIAP activ	SENP6 inh	ATG4B inhibitor
O=C(COc1ccccc1)N1CCN(c2ccccc2)CC1	6	0	0.5	-1	-2	1.1	-9	-11
COc1cc2c(cc1OC)CN(C(=S)Nc1cccc(Cl)c1C)CC2	-78	0	6.3	1	-1	1	-4	1
COc1ccc2nc(NC(=O)c3ccc(NC(=O)C4CCCO4)cc3)sc2c1 (stereo not drawn)	-286	20*	-0.6	0	4	1.1	-29	-12
O=C(NCCSc1ccc(Br)cc1)c1ccccc1	2	1	-1.9	2	11	0.93	4	3
O=C1c2ccccc2C(=O)N1CCc1c(-c2ccccc2)[nH]c2ccccc12	9	6	0.2	1	12	x	x	15
CC(=O)c1cccc(NC(=S)Nc2cccc3ccccc23)c1	-396	-2	0.5	-5	24	0.95	84*	2
CCN1CCN(c2cc(C)c3cc(NC(=S)N(C)Cc4ccccc4)ccc3n2)CC1	-173	0	-2.0	-9	14	0.87	-16	-10
COCCNC(=O)CSc1ccccc1C(=O)O	4	-1	-2.2	1	3	1	-8	-7
O=C(NC1CCCc2ccccc21)c1cn2ccccc2n1 (stereo not drawn)	-25	2	0.0	0	5	0.95	-2	-1
O=C(/C=C/c1cccs1)c1cc(Cl)ccc1OC(=O)N1CCOCC1	26	2	-0.5	0	-1	1	1	-1
COc1ccc(-c2cc3ccc(OC(C)C(=O)O)cc3oc2=O)cc1 (stereo not drawn)	-424	-1	-1.9	-106	-9	1.2	10	-6
Oc1ccc(Cl)cc1CNCc1cccc2ccccc12	14	-13	2.3	0	18	1.1	-18	-8
CCOC(=O)CNC(=O)C(Cc1ccccc1)NS(=O)(=O)c1cccs1 (stereo not drawn)	-16	-1	-1.2	0	-15	0.91	6	4
COc1cccc(C(=O)Nc2cc(C)on2)c1OC	14	-3	-1.0	0	23	0.95	0	15
CC1(C)C=Cc2c(c3ccccc3[nH]c2=O)O1	-88	-1	-2.0	0	-4	0.9	-9	-5
O=C(Nn1cnnc1)c1ccccc1CCc1ccccc1	14	3	1.2	2	-18	1	-12	-4
COc1ccc(CCNC(=O)c2ccc3nc(N4CCCCC4)sc3c2)cc1OC	-1	3	-2.8	-3	18	0.78	6	-8
C[C@@H]1CN([C@H](C)CO)C(=O)CCCn2nncc2CO[C@H]1CN(C)Cc1cccc2c1OCCCO2	18	x	-1.1	0	-7	x	x	x
Cc1cc(C(=O)OCC(=O)NC2CCCC2)c2ccccc2n1	-21	4	-0.8	3	4	0.89	-3	-1
CC(c1ccccc1C(O)(c1ccccc1)c1ccccc1)N(C)C (stereo not drawn)	22	-1	0.2	1	24	0.9	-2	-3
COc1cccc(CN2CCC(Oc3ccc(C(=O)N4CCCCC4)cc3)CC2)c1	-1	-1	0.0	-7	-3	0.77	-5	14
CC(NC(=O)COC(=O)c1cc2ccccc2cc1O)c1ccccc1 (stereo not drawn)	-119	0	-1.2	2	-6	0.92	-10	-6

Structure	SENP8 block	GRIN3A LBD mod	MPTP inh	SENP1 FRET inh	PfG6PD inh	hIAP activ	SENP6 inh	ATG4B inhibitor
COc1ccc(C(CCNC(C)c2ccccc2)c2ccc(F)cc2)cc1 (stereo not drawn)	16	-2	7.4	2	-10	0.89	-12	-6
C=CCc1c(C)[nH]c(=O)[nH]c1=O	7	0	0.2	2	-13	0.91	-17	1
O=C1CCC/C(=N\NC(=O)COc2ccc(Cl)cc2)C1	14	9	-1.4	4	5	0.9	4	2
COc1cc(/C=N/NC(N)=S)cc(Br)c1OCc1ccccc1F	10	-9	0.3	2	23	0.84	-22	1
COc1ccc(CCCc2nnc(SCC(=O)Nc3ccc(OC)cc3)o2)cc1	-1	-1	0.2	3	22	0.94	20	0
O=C(C1CCN(c2nnc(-n3cccc3)s2)CC1)N1CCCCC1	5	1	-0.1	0	1	1.3	-14	0
O=S(=O)(c1ccc(NC(=S)Nc2ccc3c(c2)OCO3)cc1)N1CCOCC1	44*	0	4.6	-12	15	0.87	13	0
COc1cc(C(=O)NCCSc2ccc(F)cc2)cc(OC)c1OC	16	1	-0.4	2	-2	1	5	-4
CCOC(=O)CN1C(=O)NC2(CCCc3ccccc32)C1=O (stereo not drawn)	0	-3	-0.6	-2	-4	0.92	31	1
COc1ccc(N2C(=O)CC(N3CCN(c4ccc(C(=O)c5cccnc5)cc4)CC3)C2=O)cc1 (stereo not drawn)	4	1	0.1	4	-2	0.86	7	2
O=C(NCC(=O)N1CCN(C(=O)c2ccco2)CC1)c1ccc(Cl)cc1	2	1	-0.7	1	11	0.96	8	1
CN(C)C1=NC[C@H](Cc2ccccc2)N1CC1CCC(C(C)(C)C)CC1 (stereo partly drawn)	25	-3	2.6	-2	5	1.2	-14	1
CC(C)(C)c1cc(C(=O)NCc2ccccc2)ccn1	13	-2	0.6	1	-9	0.91	-2	8
C=CCNC(=O)/C(C#N)=C\c1cc(Cl)c(O)c(OCC)c1	13	-11	1.2	-45	20	x	x	5
COc1ccccc1NC(=S)N(Cc1cccnc1)Cc1ccco1	16	-1	-0.5	1	-2	0.96	-2	-6
Cc1ccc(NS(=O)(=O)c2ccc(C)c(NC(=O)COc3ccc4ccccc4c3)c2)c(C)c1	-4	3	1.1	-5	32	0.97	-13	21
COC(=O)c1ccc(COc2cc(C)ccc2C)o1	-6	7	0.7	0	-3	0.92	-28	0
N#CCCN(Cc1cccs1)C(=O)c1ccc(Cl)cc1	12	1	0.0	2	-12	1.2	3	-4
O=C1OCCN1c1c(-c2ccccc2)c(N2CCOCC2)nc2ccccc12	-469	-1	0.6	0	-5	0.95	-15	9
COc1ccc(S(=O)(=O)N(CC(=O)NCc2ccncc2)c2ccc(C)cc2)cc1Br	4	5	-1.4	0	14	1.1	-24	-5

# 2 records picked at random from the list so far, as already listed:
Structure	SENP8 block	GRIN3A LBD mod	MPTP inh	SENP1 FRET inh	PfG6PD inh	hIAP activ	SENP6 inh	ATG4B inhibitor
C=CCc1c(C)[nH]c(=O)[nH]c1=O	7	0	0.2	2	-13	0.91	-17	1
O=C(NCC(=O)N1CCN(C(=O)c2ccco2)CC1)c1ccc(Cl)cc1	2	1	-0.7	1	11	0.96	8	1

# (listing goes on)
Structure	SENP8 block	GRIN3A LBD mod	MPTP inh	SENP1 FRET inh	PfG6PD inh	hIAP activ	SENP6 inh	ATG4B inhibitor
CCN1C(=O)[C@H]2[C@@H](c3ccc(-c4ccccc4)c(OC)c3)N[C@@](CC(C)C)(C(=O)OC)[C@H]2C1=O	-238	-5	0.2	-1	17	1	-5	-4
CCc1cc(=O)n2[nH]c(C)c(-c3ccccc3OC)c2n1	-27	1	-1.5	0	-5	0.9	6	0
CCCn1c(N)c(Br)c(=O)[nH]c1=O	7	1	-13	1	-8	0.94	-15	5
COCCCN1C(=O)C(=O)/C(=C(/O)c2ccc(OC)cc2)C12C(=O)N(C)c1ccccc12 (stereo not drawn)	-14	-1	-2.1	-3	-14	0.9	-1	1
CCN(CC)S(=O)(=O)c1cc(NS(=O)(=O)c2ccccc2)ccc1C	15	-3	0.4	1	-17	1	-1	-10
Cc1ccccc1Nc1nc(N)nc(C)c1Br	5	3	-0.7	-1	-7	x	x	-8
CC(=O)c1cc(C)ccc1OC(=O)c1cccnc1	7	-1	-0.9	3	-13	1	-4	3
CCOC(=O)C1CCCN(Cc2cccc(Cl)c2)C1 (stereo not drawn)	15	0	-2.5	0	-12	0.87	-3	14
CC(C)OCCCNC(=O)C(=O)N/N=C/c1ccc(OCc2ccccc2)cc1	0	1	0.1	2	3	1.2	-4	-4
COc1cccc(OCC(O)CN(CCO)Cc2ccccc2)c1 (stereo not drawn)	18	-1	0.8	0	-6	1.1	-1	5
CC(=O)Nc1ccc(C(=O)N(C)C(C(=O)Nc2ccc(C)cc2)c2ccccn2)cc1 (stereo not drawn)	13	-3	-0.6	2	3	1.2	-4	-10
CC1(C)C2CCC1(CS(=O)(=O)N1CCN(c3ccc(F)cc3)CC1)C(=O)C2 (stereo not drawn)	6	1	-2.0	1	-6	1.1	-12	-9
Cc1c(C(=O)NCCCN2CCCCC2)oc2ccc3c(c12)C(O)CC1(CCCCC1)O3 (stereo not drawn)	-210	0	1.4	-1	-19	1.1	5	3
CCN(CC)c1ccc(S(=O)(=O)N2CCOCC2)cc1NC(=O)CSc1nncs1	5	1	0.1	2	8	1	-11	2
CCOC(=O)c1cc(CC)sc1NC(=O)CN1CCN(C(=O)c2ccco2)CC1	-10	1	-1.6	-5	-2	1.1	-17	-4
CN1C(=O)CC(c2ccccc2)C1=O (stereo not drawn)	7	-1	-0.4	1	-5	1.1	9	0
O=C1CCc2cc(Br)ccc2O1	5	-1	0.2	2	-16	x	x	9
CCCCC(NC(=O)c1ccc(Cl)cc1)C(=O)O (stereo not drawn)	11	-1	-1.6	0	-13	0.94	8	-3
